# Compound activity: PubChem BioAssay, several laboratories
# RmlCD inh 1536 – M. tuberculosis RmlC/RmlD coupled enzyme inhibitors, primary screen, biochemical, compound mixtures, 384-well, from 1536-well plates | RmlC+RmlD coupled enzyme assay, percent inhibition; primary screen in compound mixtures | inhibition, % at 3.6 µM | 160,000 compounds, 0.03% hits; in the data active = inhibition mostly above about 34%, no sharp cut-off; also: some results filed as inactive read as strong as hits
# Target sequence (P9WH09 whole entry, looked up): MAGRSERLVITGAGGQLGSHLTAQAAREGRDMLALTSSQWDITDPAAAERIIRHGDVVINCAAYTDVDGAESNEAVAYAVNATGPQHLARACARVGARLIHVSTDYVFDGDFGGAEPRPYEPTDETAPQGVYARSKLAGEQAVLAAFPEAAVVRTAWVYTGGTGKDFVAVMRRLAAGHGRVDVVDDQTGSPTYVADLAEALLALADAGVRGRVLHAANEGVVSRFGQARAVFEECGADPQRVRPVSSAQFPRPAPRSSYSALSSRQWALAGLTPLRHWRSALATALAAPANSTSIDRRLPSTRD
# Target sequence (P9WH11 whole entry, looked up): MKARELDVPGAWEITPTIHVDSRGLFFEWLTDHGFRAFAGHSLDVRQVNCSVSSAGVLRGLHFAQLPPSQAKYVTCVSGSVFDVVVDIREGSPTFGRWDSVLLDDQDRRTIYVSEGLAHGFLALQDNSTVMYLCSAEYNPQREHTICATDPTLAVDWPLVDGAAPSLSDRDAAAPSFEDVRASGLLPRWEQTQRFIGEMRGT
# M. tuberculosis GlmU – inhibition of mycobacterial GlmU enzyme – biochemical, glucosamine-1-phosphate acetyltransferase (AID 1376) | M. tuberculosis GlmU acetyltransferase enzyme assay; higher % means a stronger effect | Bifunctional protein GlmU (Mycobacterium tuberculosis (strain ATCC 25618 / H37Rv)) | 220,000 compounds, 0.25% hits | inhibition, %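 (tested at 30 µM in the primary screen)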; hits with a dose series show IC50 in µM; in the data active = inhibition above about 13%;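 also: 0% = complete reaction with vehicle and 100% = reaction without substrate; strong numbers were not always called active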
# * marks the source's active call; other numbers are inactive results; nt = no result given; & = joins results of further samples.
SMILES,RmlCD inh 1536,M. tuberculosis GlmU
CC(=O)Oc1ccc(N2C(=O)[C@@H]3[C@H](C2=O)[C@H]2c4ccccc4C=NN2[C@@H]3C(C)=O)cc1,nt,8.6%
CCCCN1C(=O)Cc2c1nc(N)c1c(N)nc(N(CCC)CCC)c(C#N)c21,-36.7,nt
Cc1ccc(/C=N/NC(=O)c2cccnc2)o1,3.8,4.3%
COc1cc(CN2C(=O)NC(=O)C3(Cc4cc(C)ccc4N(C)C3)C2=O)cc(OC)c1 (stereo unspecified),-9.8,3.5%
CCOC(=O)c1cnc2[nH]c3ccccc3n2c1=O,7.6,-0.6%
CC(C)OC(=O)c1nnc(-c2ccccc2)nc1OC(C)C,nt,-0.3%
CC1CN(C(=O)c2ccccc2)c2ccccc2NC1=O (stereo unspecified),7.3,2.2%
O=C(O)/C=C/C(=O)OC1CC2CCC1C2 (stereo unspecified),12.0,2.1%
COc1ccccc1N(CC(=O)NCCc1ccccc1)S(C)(=O)=O,15.0,-2.8%
Cc1ccc(NC(=O)C2CCCN(S(=O)(=O)c3cnc[nH]3)C2)cc1F (stereo unspecified),8.4,-1.6%
CN=C1c2cc3cc(OC)ccc3n2CCN1C,nt,-6.3%
Cc1c(-c2nc(N)nc(Nc3ccc(F)cc3)n2)oc2ccccc12,-2.8,-4.3%
COc1cccc(CCNCc2c(F)cccc2F)c1,2.5,-6.9%
CCN(CCn1cccn1)C(=O)CCc1nnc(CCc2ccccc2OC)o1,-7.5,-4.1%
CCn1ccnc1CN(C)C(=O)CC1C(=O)NCCN1Cc1c(F)cccc1Cl (stereo unspecified),nt,-9.1%
Cc1ccc(-c2cc(C(=O)Nc3nccs3)c3ccccc3n2)o1,17.0,-3.9%
Cn1cccc1Cc1nnc(SCC(=O)NC2CCCCC2)n1CCc1ccccc1,-10.7,0.4%
CCC(C)(C)n1nnnc1C(c1ccc(C)cc1)N1CCC(C)CC1 (stereo unspecified),8.9,1.1%
Cc1cc(SC(C)C(=O)Nc2c(C)n(C)n(-c3ccccc3)c2=O)nc2ccccc12 (stereo unspecified),nt,-0.9%
CC(C)CC(=O)Nc1cc(NC(=O)CC(C)C)cc(C(=O)NC(C)(C)C)c1,nt,-2.2%

# Single records (already shown). Order of screens: RmlCD inh 1536	M. tuberculosis GlmU
# Results for Cn1cccc1Cc1nnc(SCC(=O)NC2CCCCC2)n1CCc1ccccc1 = -10.7	0.4%
# Results for CCOC(=O)c1cnc2[nH]c3ccccc3n2c1=O = 7.6	-0.6%
# Results for CCCCN1C(=O)Cc2c1nc(N)c1c(N)nc(N(CCC)CCC)c(C#N)c21 = -36.7	nt
# Results for COc1cccc(CCNCc2c(F)cccc2F)c1 = 2.5	-6.9%
# Results for CC(C)OC(=O)c1nnc(-c2ccccc2)nc1OC(C)C = nt	-0.3%

# Returning to the listing, repeating the 4 entries before the break.
SMILES,RmlCD inh 1536,M. tuberculosis GlmU
Cn1cccc1Cc1nnc(SCC(=O)NC2CCCCC2)n1CCc1ccccc1,-10.7,0.4%
CCC(C)(C)n1nnnc1C(c1ccc(C)cc1)N1CCC(C)CC1 (stereo unspecified),8.9,1.1%
Cc1cc(SC(C)C(=O)Nc2c(C)n(C)n(-c3ccccc3)c2=O)nc2ccccc12 (stereo unspecified),nt,-0.9%
CC(C)CC(=O)Nc1cc(NC(=O)CC(C)C)cc(C(=O)NC(C)(C)C)c1,nt,-2.2%
O=C(Cn1nc(Cc2ccncc2)c2ccccc2c1=O)N1CCN(C(=O)c2ccco2)CC1,7.5,-5.2%
O=C1c2c(O)cc(O)cc2O[C@H](c2ccc(O)cc2)[C@H]1O,nt,1.1%
CC(C)(C)CNc1cc(N2CCOCC2)ccc1[N+](=O)[O-],3.2,0.7%
CCOC(=O)CSC1=N/C(=C\c2cc(OC)c(OC)c(OC)c2)C(=O)N1C,-11.1,-4.7%
CCOC(=O)Cc1csc(NC(=O)CSc2cc(Cl)ccc2Cl)n1,-11.2,-0.5%
CC(=O)c1ccc(NC(=O)C(C)N(C)CC(=O)Nc2ccc(N3CCOCC3)cc2)cc1 (stereo unspecified),-0.8,3.2%
Cc1ccc(C)c(-n2c(CNc3ccc(F)cc3)nnc2SCC(N)=O)c1,-8.4,-1.4%
O=C(NC(Nc1ccccn1)C(Cl)(Cl)Cl)c1ccccc1 (stereo unspecified),nt,-10.4%
CC(C)(CO)NS(=O)(=O)c1ccc2c(c1)oc(=O)c1cc(S(=O)(=O)NC(C)(C)CO)ccc12,8.2,0.7%
Cc1cc(C(=O)COC(=O)CC2Sc3ccccc3NC2=O)c(C)n1-c1ccccc1 (stereo unspecified),nt,-4.6%
COc1ccc(/C=N/NC(=O)c2cc(-c3ccc4c(c3)OCO4)n[nH]2)cc1OC,2.7,4.7%
CN(C)/C=C1/NC(=S)NC1=O,-9.2,6.5%
CC1CCN(C(=O)c2ccc(-n3cnnn3)cc2)CC1,nt,-0.2%
c1ccc(NC2=NCCS2)cc1,-7.1,5.0%
Nc1ccc2oc(CCc3ccccc3)nc2c1,-5.1,80.2%
CC(NC(=O)C1CCC(CNc2c(N3CCOCC3)c(=O)c2=O)CC1)c1ccccc1 (stereo unspecified),-4.2,1.9%
CC(C)(C)c1ccc(-c2n[nH]c(=S)n2C2CCCC2)cc1,25.3,4.6%
C/C(=C\C(=O)c1ccc(Br)cc1)NCc1ccccc1,-1.6,-1.0%
C#CC1(NC(=O)N(C)C)CCCCC1,-7.7,-3.9%
O=C(NC1CCSC1=O)c1cccc(Cl)c1 (stereo unspecified),-6.4,-2.6%
CC(C)(C)NC(=O)NC(=O)COC(=O)CNS(=O)(=O)c1ccc(Br)cc1Cl,14.8,-9.6%
Fc1ccccc1COc1ccccc1/C=N/Nc1nc(N2CCCC2)nc(N2CCCC2)n1,nt,3.0%
CCC1(CC)NC(=S)N(Nc2ccccc2)C1=O,nt,-5.2%
Cc1cc(Cl)ccc1NC(=S)NCc1ccccc1,4.9,2.1%
C=CCN(C(=O)Cn1ncc2c1-c1cc(C)ccc1OC2)c1ccccc1,5.0,5.1%
COc1ccc(CCNC(=O)c2ccc3c(=O)n(Cc4ccco4)c(=S)[nH]c3c2)cc1OC,nt,0.5%
COc1ccc(N2CCN(c3oc(COc4ccc(Cl)cc4)nc3C#N)CC2)cc1,nt,4.2%
CN(C)S(=O)(=O)Nc1ccccc1F,0.4,-3.7%
O=S(=O)(Cc1ccc(Cl)cc1)N1CCN(Cc2ccccc2)CC1,nt,-8.2%
CCOc1ccc2sc(NS(=O)(=O)c3ccc(N)cc3)nc2c1,nt,2.4%
CCCC(=O)OCCNc1cc(SCc2ccco2)c2nonc2c1[N+](=O)[O-],2.1,7.2%
CCOC(=O)Cc1csc(NC(=O)CSc2nnnn2-c2ccc(C)c(C)c2)n1,nt,-0.1%
CCCCCCC1C(C#N)=C(N)OC2=C1C(=O)CC(C)(C)C2 (stereo unspecified),-9.0,-2.5%
Cc1ccc(-n2sc3ccccc3c2=O)cc1,0.0,1.2%
Cc1c(S(=O)(=O)N2CCN(c3ccccc3)CC2)c(=O)n(C)c(=O)n1C,3.1,-3.3%
N#CCC(=O)Nc1cc(C(F)(F)F)ccc1N1CCOCC1,nt,-2.9%
CC(=O)N1CC(c2ccccc2)C(c2ccc(Cl)cc2)=N1 (stereo unspecified),2.0,6.2%
O=C(Nc1ccc2c(c1)OCCO2)C1CCN(C(=O)c2ccc(Cl)cc2)CC1,-8.7,-5.6%
Cn1c(=O)n(C)c2cc(NS(=O)(=O)c3ccc(F)cc3)ccc21,-13.6,3.7%
COC(=O)c1ccc(COc2ccc(/C=N/O)cc2OC)o1,0.1,2.9%
O=C(c1ccc(F)cc1)C1CCN(S(=O)(=O)c2ccccc2)CC1,-5.8,-1.3%
Cc1cc(C(=O)COC(=O)c2ccc3c(c2)NC(=O)CS3)c(C)n1CCc1ccc(Cl)cc1,-5.7,-1.4%
Cc1nc2ccc(NS(=O)(=O)c3ccc(F)cc3)cc2s1,0.6,7.4%
CCOC(=O)c1cnn(-c2ccccc2)c1NC(=O)C(F)(F)C(F)(F)C(F)(F)F,-8.4,3.6%
CCOC(=O)c1c(NC(=O)CN2CCCCC2)sc2c1CCN(C(=O)OCC)C2,7.2,-0.2%
O=C(/C=C/N1CCN(Cc2ccccc2)CC1)C(F)(F)F,8.7,-2.5%
N#CCc1ccc(Oc2ccc([N+](=O)[O-])cn2)cc1,-12.9,-3.7%
COc1ccccc1C1CC(=O)NC(C)=C1C(=O)OC(C)C (stereo unspecified),2.6,-2.9%
CCOc1ccc(C(c2c(C)[nH][nH]c2=O)c2c(C)[nH][nH]c2=O)cc1OC,5.2,1.4%
CCOC(=O)C1CCN(C(=O)NS(=O)(=O)c2ccc(C)cc2)CC1,nt,-0.7%
CN(C)S(=O)(=O)c1ccc(N2CCCC2)c(C(=O)N2CCN(c3ccc([N+](=O)[O-])cc3)CC2)c1,nt,-4.8%
O=S(=O)(c1ccc(F)cc1)N1CCN=C1SCc1cccnc1,5.0,-6.8%
CCOC(=O)Nc1ccc(S(=O)(=O)Nn2cnnc2)cc1,4.3,-1.1%
O=C(NC(=O)N1CCN(c2ccc(F)cc2)CC1)c1ccccc1,nt,-1.2%
COc1cc2[nH]c(=S)n(-c3ccccc3)c(=O)c2cc1OC,3.5,0.8%
COc1cc(S(=O)(=O)N(C)C)ccc1Br,11.2,6.5%
CC(=O)c1ccc(-n2nncc2-c2ccc([N+](=O)[O-])cc2)cc1,5.8,1.3%
O=C1CSC(c2nn(-c3ccccc3)cc2-c2cc3ccccc3oc2=O)N1Cc1ccco1 (stereo unspecified),3.4,-6.0%
O=C(Nc1ccc(Cl)c([N+](=O)[O-])c1)ONC1=NCCCCC1,-0.5,-3.0%
CC(=O)Nc1ccc(NS(=O)(=O)c2ccc(C)cc2)c([N+](=O)[O-])c1,5.9,-5.1%

# (continued)
SMILES,RmlCD inh 1536,M. tuberculosis GlmU
CN1CCN(c2ccc(NC(=O)c3ccc4c(c3)OCCO4)cc2)CC1,12.9,-0.2%
CC(=O)Nc1ccc(NC(=O)C(C)Sc2nnc(-c3cccs3)o2)cc1 (stereo unspecified),-4.5,nt
CCc1ccc(CNC(=O)C2CC(=O)N(CCc3ccc(C)cc3)C2)cc1 (stereo unspecified),4.0,-1.1%
CCN(CC)C(=O)CSc1nnc(-c2ccccc2)n1N,-0.2,3.6%
COc1ccc(C)cc1N(C(=O)c1ccc(F)cc1)c1nc2ccccc2s1,0.7,-2.4%
CC1CC(C)CN(C(=O)Cn2cc(C=O)c3ccccc32)C1 (stereo unspecified),-1.9,0.7%
CN(C)/C=C(/C(=O)c1ccc(Cl)cc1Cl)S(=O)(=O)c1ccccc1,-7.1,-1.6%
O=C(Nc1ccccc1)OC(CN1CCCCC1)C(F)(F)F (stereo unspecified),nt,-4.3%
CC(C)OP(=O)(OC(C)C)C(O)c1ccc(N(C)C)cc1 (stereo unspecified),-5.5,6.9%
O=C(NCc1ccccc1)C1CC2CCCC(C1)C2=O (stereo unspecified),-10.9,9.6%
O=C(CCc1nc(-c2ccccc2)c(-c2ccccc2)o1)OCc1ccc(Br)cc1,-4.1,1.6%
CC(=O)Nc1ccc(NC(=O)CCC(=O)OCC(=O)c2ccc(C)c([N+](=O)[O-])c2)cc1,nt,-1.2%
O=C(Cn1cnc2ccccc2c1=O)N/N=C/c1ccc(Br)cc1,6.0,0.7%
Cc1ccc(C(=O)Nc2nccs2)cc1S(=O)(=O)N1CCCCC1,-18.3,3.1%
O=C(Nc1cccc(C(F)(F)F)c1)c1n[nH]c(Cn2cncn2)n1,-5.9,-1.6%
O=C(NCCCCc1ccccc1)C1CC(c2cccc([N+](=O)[O-])c2)=NO1 (stereo unspecified),9.3,-1.4%
CCCNS(=O)(=O)c1ccc(CCC(=O)N2CCOCC2)cc1,nt,3.3%
Cc1cccc(NC(=S)N/C(=N/S(=O)(=O)c2ccccc2)c2ccccc2)c1,-10.2,-0.7%
CN1C(=O)/C(=C/c2ccccc2OCc2ccc(F)cc2)N(C)C1=S,2.1,-1.4%
COC(=O)c1ccc(CN2CCN(C3CCCCC3)C(CCO)C2)cc1 (stereo unspecified),-10.1,2.6%
N#C/C(=C(/O)COc1ccc(Cl)cc1)c1nc2ccccc2s1,1.5,1.4%
CCc1nn(C)c2c(=O)c(=O)c2n(C)[nH]1,7.1,-5.0%
O=C(O)CCCCCN1C(=O)CSC1=S,-6.3,6.8%
CCn1c(C)c(C(C)=O)c(N2CCN(c3ccccc3)CC2)nc1=S,7.6,3.7%
Cc1ccccc1Nc1nc(N)nc(CCl)n1,-0.1,-0.4%
Cc1cc(C(=O)N/N=C/c2sccc2C)no1,-0.4,3.4%
COCCNC(=O)CCCn1c(=O)c2cc(OC)c(OC)cc2n(CC(=O)Nc2ccccc2OC)c1=O,-7.4,-4.3%
Cc1ccc(NC(=O)c2sc3ccccc3c2Cl)nc1,-3.6,3.5%
Cc1cc(C)c(S(=O)(=O)c2ccccc2Cl)c(Cl)n1,-4.2,-2.9%
O=C(N/N=C/c1ccccc1O)C1(O)c2ccccc2-c2ccccc21,4.0,1.2%
O=C(NCc1ccc2c(c1)OCO2)c1ccc(CS(=O)(=O)c2ccc(Br)cc2)o1,nt,2.8%&0.3%
Cc1sc2ncnc(OCC(=O)NC(C)C(C)C)c2c1C (stereo unspecified),nt,-2.7%

# Two successive compounds already listed, quoted:
SMILES,RmlCD inh 1536,M. tuberculosis GlmU
CN1C(=O)/C(=C/c2ccccc2OCc2ccc(F)cc2)N(C)C1=S,2.1,-1.4%
COC(=O)c1ccc(CN2CCN(C3CCCCC3)C(CCO)C2)cc1 (stereo unspecified),-10.1,2.6%

# The list is partial. The share of hits here may be higher or lower than overall.
